AHR act – activators of human aryl hydrocarbon receptor. activation, % at 5 µM. 320,000 compounds, 2.5% hits. AID 2796. AHR-responsive luciferase reporter cells, luminescence. P35869; in the data active = activation above about 47%;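 note: 0% = vehicle wells and 100% = reference agonist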
proCasp7 act – activates human procaspase-7, counter-screen for procaspase-3 activators | activation, % at 8.5 µM | P55210 | recombinant procaspase-7, Ac-DEVD-pNA absorbance 405 nm; D23A/D198A/D206A triple mutant, cannot self-cleave; scale: DMSO 0, 5 µM enzyme 100 | 330,000 compounds, 0.093% hits | AID 463210;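 active = percent activation above the screen-wide mean plus 3 SD, cut at about 25% in these data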
Target sequence (P55210 whole entry D23A/D198A/D206A): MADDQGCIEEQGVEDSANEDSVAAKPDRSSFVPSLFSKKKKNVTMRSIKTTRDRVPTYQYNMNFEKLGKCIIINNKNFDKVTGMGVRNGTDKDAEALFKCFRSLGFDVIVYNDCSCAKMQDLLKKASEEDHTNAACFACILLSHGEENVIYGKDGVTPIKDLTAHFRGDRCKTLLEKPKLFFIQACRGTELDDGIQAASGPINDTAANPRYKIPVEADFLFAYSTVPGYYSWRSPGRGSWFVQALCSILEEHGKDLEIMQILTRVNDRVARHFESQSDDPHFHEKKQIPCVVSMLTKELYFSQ
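Detection: p-Nitroaniline absorbance at 405 nm, read at 0 and 120 min; system: Uncleavable procaspase-7 mutant enzyme; evaluation: % activation from two-timepoint absorbance difference, scaled to controls; times: 1 h enzyme–compound preincubation and 2 h substrate reaction, both 25 °C; buffer or medium: Zinc-free HEPES pH 7.4 with 300 mM NaCl, 0.01% Triton X-100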
AGP1 TOR yeast – modulators of TOR pathway AGP1-GFP in S. cerevisiae; S. cerevisiae AGP1-GFP multiplex flow cytometry, 3 h; GFP as percent of DMSO wells; GFP response vs DMSO, % at 10 µM; 320,000 compounds, 0.02% hits; AID 2066;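 active = GFP response relative to DMSO above a set limit, near screen average plus 3 SD, cut at about 150% in these data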;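 note: median GFP channel fluorescence of the gated AGP1 strain per well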
procasp3 activ – activates human procaspase-3; P42574; activation, % at 8.5 µM; 330,000 compounds, 0.11% hits; AID 463141; recombinant procaspase-3 D3A, Ac-DEVD-pNA absorbance 405 nm;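 active = activation above the mean of all tested compounds plus 3 SD, cut at about 21% in these data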;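 note: 0% = DMSO alone and 100% = DMSO wells spiked with extra 5 µM PC-3 D3A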
Target sequence (P42574 whole entry D9A/D28A/D175A): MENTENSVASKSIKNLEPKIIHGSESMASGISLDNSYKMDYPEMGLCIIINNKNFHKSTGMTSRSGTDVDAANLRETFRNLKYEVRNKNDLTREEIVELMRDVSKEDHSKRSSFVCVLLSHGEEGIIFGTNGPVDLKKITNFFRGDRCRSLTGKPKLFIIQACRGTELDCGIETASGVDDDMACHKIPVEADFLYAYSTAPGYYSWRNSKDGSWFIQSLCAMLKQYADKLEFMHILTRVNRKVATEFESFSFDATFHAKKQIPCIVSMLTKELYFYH
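Technique: 405 nm absorbance of p-nitroaniline, reads at 0 and 120 min; Test system: Procaspase-3 D3A mutant; Incubation: 1 h enzyme-compound preincubation, then 2 h substrate reaction, 25 °C; Repeats: singlicate, each compound tested once; Benchmarks: low control DMSO wells, high control DMSO plus 5 µM PC-3 D3A.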
LAP4 TOR yeast – modulators of TOR pathway LAP4-GFP in S. cerevisiae | S. cerevisiae LAP4-GFP multiplex, flow cytometry GFP, 3 h; median GFP as percent of DMSO wells | GFP response vs DMSO, % at 10 µM | 320,000 compounds, 0.34% hits;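 active = GFP response vs DMSO above a set limit, about the screen mean plus 3 SD, cut at about 150% in these data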
MEP2 TOR yeast – alters MEP2-GFP fluorescence in TOR pathway yeast screen; S. cerevisiae MEP2-GFP strain, flow cytometry GFP, 3 h; 100% = DMSO control level; 330,000 compounds, 0.51% hits; GFP response vs DMSO, % at 10 µM;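 active = GFP response versus DMSO above a set limit, roughly screen mean plus 3 SD, cut at about 180% in these data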;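 note: median GFP fluorescence of the barcode-gated MEP2-GFP cells per well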
RPL19A-GFP yeast – yeast TOR pathway RPL19A-GFP modulation; S. cerevisiae RPL19A-GFP strain, flow cytometry, 3 h; active compounds read low; percent response vs DMSO, % at 10 µM; 330,000 compounds, 0.3% hits; AID 2025;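 active = percent response vs DMSO below 50%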;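 note: median channel GFP fluorescence of the barcoded RPL19A-GFP strain; ratio of sample median GFP to plate DMSO average so 100% = DMSO; lower means less RPL19A-GFP as with rapamycin TOR inhibition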
CIT2 TOR yeast – modulators of TOR pathway CIT2-GFP in S. cerevisiae; 320,000 compounds, 0.065% hits; AID 2029; GFP response vs DMSO, % at 10 µM; S. cerevisiae CIT2-GFP strain, flow cytometry, 3 h; 100 means same as DMSO wells;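 active = GFP response relative to DMSO above a set limit, near the screen mean plus 3 SD, cut at about 150% in these data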;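 note: ratio of well median GFP fluorescence to mean of DMSO wells on the plate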
The depositor's hits bear a star; · = no result given; [ ] = remark or other dose. This is a random part of the collection. About 3.5% of those tested had a hit in this group.

structure,AHR act,proCasp7 act,AGP1 TOR yeast,procasp3 activ,LAP4 TOR yeast,MEP2 TOR yeast,RPL19A-GFP yeast,CIT2 TOR yeast
COc1ccc(/C=C2\SC(=O)N(CCC(=O)Nc3ccccc3)C2=O)cc1OC,0,12,102,2,91,103,110,112
O=C(NCCc1ccccc1Cl)C1CC(=O)N(C2CCCCC2)C1 (stereo not drawn),-2,5,98,-2,94,108,101,104
CCc1cccc(C)c1NC(=O)CO/N=C(\C)c1cc2ccccc2o1,9,-3,109,6,103,99,103,105
CC(=O)c1ccc(C(=O)NC2CCCN(Cc3ccccc3F)C2)cc1 (stereo not drawn),1,-1,104,5,101,109,106,109
COc1ccc2nc3ccccc3nc2c1N,23,-36,97,-16,107,99,100,87
CC(=O)NS(=O)(=O)c1ccc(NC(=O)/C=C/c2ccco2)cc1,1,9,106,9,99,117,107,113
CCOC(=O)N1CCC(NC(=O)c2cc(S(=O)(=O)N(CC)CC)ccc2F)CC1,2,-2,97,2,93,94,96,100
COc1ccc(OC)c(C2C3=C(CCCC3=O)NC3=C2C(=O)CCC3)c1,-2,7,86,0,97,103,98,104
O=c1c2ccccc2nnn1CSc1nc2ccccc2c(=O)n1CCCO,-3,1,92,8,91,99,102,97
Cc1ccc(N(C)C(=O)c2cc(S(=O)(=O)N3CCCCC3)c[nH]2)cc1,0,1,96,-5,98,97,97,114
COc1nnc(-c2ccc(C)c(S(=O)(=O)NC(C)(C)CO)c2)c2ccccc12,17,8,98,6,89,97,102,98
CN(C)/C(CN1CCOCC1)=C1\N=C(c2ccccc2)OC1=O,1,-12,87,-11,92,98,94,89
CCN(CC(=O)Nc1ccc(OC)cc1)C(=O)Cc1ccc(OC)c(S(=O)(=O)N2CCOCC2)c1,0,0,96,-2,95,102,96,89
COc1cc2[nH]c3c(=O)n(CCN4CCOCC4)cnc3c2cc1OC,6,-1,111,4,104,98,99,101
Cc1ccccc1/C=C/c1nc2ccccc2c(=O)n1Cc1ccccc1,6,-4,94,6,89,96,100,96
COc1ccc(NC(=O)c2oc3ccccc3c2C)cn1,51*,1,86,9,103,94,103,102
CC1CC(C)CN(C(=O)C2CCCN(c3ncnc4c3nc3n4CCCCC3)C2)C1 (stereo not drawn),-1,8,100,7,110,114,97,96
CCCCNS(=O)(=O)c1ccc(OC)c(C)c1,3,1,107,-4,107,105,103,96
COc1ccc(CCNS(=O)(=O)c2ccc(N3CCCC3=O)cc2)cc1,0,-5,93,-4,98,102,100,111
Cc1cc(OC(=O)c2ccc3ccccc3c2)c([N+](=O)[O-])c(=O)[nH]1,-1,11,89,-2,105,96,104,110
Cc1cccc(C)c1OCc1cc(C(=O)NCC2COCCO2)no1 (stereo not drawn),7,7,95,9,101,102,96,97
O=C(N/N=C/c1ccc(O)c(O)c1)c1ccc(-n2cnnn2)cc1,2,6,100,16,100,108,97,96
COc1ccccc1-n1cnnc1SCC(=O)Nc1ccccc1,12,-10,102,-13,114,105,100,98
CCOc1ccc(NC(=O)CCC(=O)NNS(=O)(=O)c2ccccc2[N+](=O)[O-])cc1,-1,-6,100,-1,100,94,96,91
Cc1cc(C)c2c(=O)[nH]c(SCC(=O)N3CCOCC3)nc2n1,6,1,101,4,100,93,97,97
C=CCOc1ccc(CN(C)C(=O)CN2C(=O)c3ccccc3C2=O)cc1,-2,9,97,4,98,100,101,85
ClC(Br)=C(n1cnc2ccccc21)n1cnc2ccccc21,0,15,90,-2,92,89,93,89
Cc1ccc(S(=O)(=O)N2CCOCC2)cc1NC(=O)COC(=O)Cc1cccs1,0,4,101,0,105,108,101,102
COc1ccc(N2CCN(C(=O)c3nc4nc(C)cc(C)n4n3)CC2)cc1,-2,8,99,1,88,101,104,104
COc1ccc2cc(CCNC(=O)c3cccc([N+](=O)[O-])c3)c(=O)[nH]c2c1,3,0,104,-4,91,106,106,107
CC(C(=O)c1ccccc1)[n+]1cccc(Br)c1 (stereo not drawn),1,3,102,-5,109,118,106,98
O=C1CCCC2=C1C(c1ccccc1)CC(=O)N2c1ccc(F)cc1F (stereo not drawn),-1,5,99,8,104,105,102,113

Just procasp3 activ (3 entries from above):
canonical_smiles | procasp3 activ
ClC(Br)=C(n1cnc2ccccc21)n1cnc2ccccc21 | -2
Cc1cc(C)c2c(=O)[nH]c(SCC(=O)N3CCOCC3)nc2n1 | 4
COc1ccc(N2CCN(C(=O)c3nc4nc(C)cc(C)n4n3)CC2)cc1 | 1

(further entries)
structure,AHR act,proCasp7 act,AGP1 TOR yeast,procasp3 activ,LAP4 TOR yeast,MEP2 TOR yeast,RPL19A-GFP yeast,CIT2 TOR yeast
O=C(CNS(=O)(=O)Cc1ccccc1)NCc1ccccc1,0,5,97,7,95,98,102,103
CC1CCN(S(=O)(=O)c2ccc3c(c2)N(CC(=O)NCCCOC(C)C)C(=O)CS3)CC1,0,9,102,-2,102,106,96,99
COc1ccccc1N1C(=O)C2C3CC(c4ccccc4)C(C3)C2C1=O (stereo not drawn),3,-1,99,-3,91,99,104,96
Nc1cc(C(=O)N/N=C/c2cccc([N+](=O)[O-])c2)n[nH]c1=O,45,-4,102,0,109,99,99,96
COCc1cc(C)nc(SCC(=O)Nc2ccc(N3CCOCC3)cc2)c1C#N,8,-1,105,0,98,101,106,104
CC(C)NC(=O)NC(=O)COC(=O)c1ccccc1Oc1ccccc1,1,-7,105,5,96,106,95,94
Cc1cc(NC(=O)c2ccc(F)cc2)n(CCOC(=O)c2ccc(F)cc2)n1,50*,-1,91,-2,96,111,96,97
Cc1cc(C)c(NS(=O)(=O)c2ccc(NC(=O)/C=C/C(=O)O)cc2)c(C)c1,0,1,101,3,95,103,107,103
CCCC(=O)Nc1ccc(NC(=O)Cc2ccccc2)cn1,2,2,101,-3,101,98,103,100
COC(=O)C1=C(C)N(Cc2ccccc2)C(=O)N[C@H]1c1ccccc1,3,1,82,2,100,83,99,96
COc1ccc(S(=O)(=O)NCC(=O)N(CC(=O)NCC2CCCO2)Cc2ccccc2)cc1 (stereo not drawn),0,-7,95,-1,94,98,101,101
Cc1cc(OC(=O)c2c(C)cc(O)cc2O)cc(O)c1C(=O)O,1,-2,95,-1,99,100,91,93
Cc1cc(NC(=O)c2ccc(Cl)cc2Cl)n(-c2ccccc2)n1,0,6,91,0,99,98,94,86
COc1ccc(OCc2cc(C(=O)NCC3(C)COC3)no2)c(Cl)c1,5,4,102,-4,105,108,101,96
Cc1ccc(Cn2nnc3c(=O)[nH]c(C(=O)NCc4ccco4)nc32)cc1,-3,25,106,11,106,99,107,106
CCOC(=O)c1cnc2nc[nH]n2c1=O,-2,-1,102,1,100,99,101,98
CCc1nccn1CCC(=O)N1CCCC(N2CCN(c3cccc(Cl)c3)CC2)C1 (stereo not drawn),·,·,87,·,63,95,103,96
C[n+]1c(/C=C/c2ccc3c(c2)OCO3)ccc2ccccc21,9,-3,95,-11,106,108,96,99
O=C(CSc1c2c(nc3ccccc13)CCC2)N1CCCC1,3,6,103,7,97,100,102,105
CCCCc1ccc(NC(=O)N[C@@H](C)C(=O)O)cc1,-1,8,105,-4,119,104,100,97
Cc1ccccc1NC(=O)c1ccc(OCC(=O)Nc2ccccc2F)cc1,-1,6,100,7,99,106,106,79
COc1ccc(C(C(=O)Nc2ccc(C(C)C)cc2)N(C)C(=O)CNC(C)=O)cc1 (stereo not drawn),4,0,100,-4,102,105,103,97
COc1ccccc1NC(=O)c1ccc(NC(=O)c2cc3c(s2)CCC3)cc1,-2,-3,95,-2,100,106,100,97
O=C(NCCN1CCOCC1)c1cn(CCc2ccccc2)nn1,-1,-3,104,1,97,100,98,105
COc1cccc(/C=N/n2c(-c3cccs3)n[nH]c2=S)c1,23,-22,82,1,111,95,89,74
O=C(Nc1cc(S(=O)(=O)Nc2ccccc2Cl)ccc1O)c1sc2cc(Cl)ccc2c1Cl,4,3,106,0,98,107,102,109
COc1ccccc1NC(=O)CSc1nc(=O)n(CCN(C)C)c2c1CCCC2,0,7,101,-6,105,100,96,108
O=C(OCC#CCSc1nnc(-c2cccc3ccccc23)o1)c1ccco1,0,-3,106,-8,110,102,103,102
Cc1cc(NC(=O)CN2CCC(C)CC2)no1,-3,2,104,-3,103,94,96,103
CCn1cc(C(C)(C)C)c(C#N)c1NC(C)=O,3,5,105,5,99,120,104,99
Cc1ccccc1Nc1cc(=O)oc2ccccc12,3,9,96,-1,96,101,97,101
Cc1c(C(=O)NCc2ccoc2)oc2ccc3c(c12)C(=O)CC(C)(C)O3,0,-19,95,3,99,101,96,97
Cc1nc(N2CCC(C(N)=O)CC2)c2nnn(Cc3ccccc3)c2n1,0,-6,99,6,101,104,98,96
CCC(=O)N1CCN(c2ccc(NC(=O)c3c(F)c(F)c(OC)c(F)c3F)cc2)CC1,-4,0,102,5,107,103,109,108
O=[N+]([O-])c1ccc(Cl)cc1NCCCN1CCOCC1,-2,-2,108,-4,103,113,111,110
COc1ccc2nc(/C(C#N)=C\c3ccc(C(=O)O)cc3)[nH]c2c1,4,-13,98,-13,102,101,97,99
CN(C)C(=O)CN1C(=O)NC2(CCc3ccccc32)C1=O (stereo not drawn),2,-5,87,4,72,87,103,·
O=S1(=O)N=C(N(CCO)/N=C/c2ccc(Cl)cc2)c2ccccc21,5,0,91,10,97,89,90,85
COc1ccc(CNC(=O)CSc2nnnn2-c2ccc(O)cc2)cc1,6,10,102,0,94,100,99,·
Cc1ccccc1-c1cccc(CN2CCN(C)C(CCO)C2)c1 (stereo not drawn),1,-1,105,-4,95,108,106,108
COC(=O)CC1=C(C(=O)OC)C(c2cccs2)C(C#N)=C(N)O1 (stereo not drawn),2,-3,113,2,103,105,109,106
CN(CC(=O)Nc1ccccc1Cl)C(=O)COC(=O)c1cnccn1,-1,6,109[may fluoresce green],3,96[may fluoresce green],107[may fluoresce green],102[may fluoresce green],102[may fluoresce green]
Cc1ccc(NC(=O)COc2ccccc2)c(NC(=O)c2ccccc2C)c1,15,-5,97,1,98,101,94,97
COc1cc2[nH]c(=O)n(CCC(=O)NCCCN3CCN(c4ccccc4F)CC3)c(=O)c2cc1OC,-1,7,105,-2,102,91,97,110
Cc1cc(=O)[nH]c2ccc(S(=O)(=O)NCc3ccccc3)cc12,-2,-11,90,0,70,97,107,88
O=C(O)c1cccc(N2C(=O)c3cccc4cccc(c34)C2=O)c1,·,·,106,·,91,102,105,107
O=[N+]([O-])c1ccccc1/C=C/C=N/n1c(-c2ccc(Cl)cc2)n[nH]c1=S,60*,-19,103,-9,88,94,100,·
